E-sel TNF inh = TNF alpha driven E-selectin expression inhibition. AID 1246. 120,000 tested, 0.71% active. HUVEC TNFa-induced E-selectin immunofluorescence, high content. inhibition, % at 2 µM;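 active = inhibition above the batch mean plus 3 SD, and confirmed as a hit on visual image review, cut at about 43% in these data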;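 also: 0% = TNF-stimulated DMSO wells and 100% = unstimulated control wells; not every result past the cut was called active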
GALR2 antag = GALR2 (human) receptor antagonism. O43603. GALR2-expressing cells, antagonist mode. inhibition, % at 4 µM. 140,000 tested, 0.39% active; in the data active = inhibition above about 27%;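 also: cells stimulated with galanin 1-16 at roughly its EC80; 0% = agonist challenge control and 100% = basal control without agonist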
Target sequence (O43603 whole entry, looked up): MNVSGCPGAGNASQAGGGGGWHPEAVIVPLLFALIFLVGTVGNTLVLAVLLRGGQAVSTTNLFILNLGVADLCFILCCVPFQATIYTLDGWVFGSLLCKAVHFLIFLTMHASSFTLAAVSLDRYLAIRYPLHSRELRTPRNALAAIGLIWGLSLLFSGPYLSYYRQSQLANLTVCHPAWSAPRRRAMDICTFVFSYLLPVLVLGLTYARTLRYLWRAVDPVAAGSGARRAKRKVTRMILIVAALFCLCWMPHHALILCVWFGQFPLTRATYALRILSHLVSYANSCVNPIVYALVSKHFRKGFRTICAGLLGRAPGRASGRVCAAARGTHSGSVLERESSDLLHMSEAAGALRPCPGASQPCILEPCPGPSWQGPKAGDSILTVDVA
Measles CPE = protection of cells from measles virus; Measles virus-infected cells, CPE protection, absorbance; protection (pct of control), % at 4 µM; 140,000 tested, 1.5% active; AID 841; in the data active = protection mostly above about 24%, no sharp cut-off; inactive = mostly below about 26%; also: some compounds called inactive have numbers as strong as hits
NPY Y2 blocker = NPY-Y2 (human) receptor antagonism | inhibition, % at 2.7 µM | 140,000 tested, 0.99% active | P49146 | NPY-Y2 expressing cells, antagonist mode; in the data active = inhibition above about 17%;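 also: 0% = vehicle with agonist challenge and 100% = reference antagonist with challenge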
Target sequence (P49146 whole entry, looked up): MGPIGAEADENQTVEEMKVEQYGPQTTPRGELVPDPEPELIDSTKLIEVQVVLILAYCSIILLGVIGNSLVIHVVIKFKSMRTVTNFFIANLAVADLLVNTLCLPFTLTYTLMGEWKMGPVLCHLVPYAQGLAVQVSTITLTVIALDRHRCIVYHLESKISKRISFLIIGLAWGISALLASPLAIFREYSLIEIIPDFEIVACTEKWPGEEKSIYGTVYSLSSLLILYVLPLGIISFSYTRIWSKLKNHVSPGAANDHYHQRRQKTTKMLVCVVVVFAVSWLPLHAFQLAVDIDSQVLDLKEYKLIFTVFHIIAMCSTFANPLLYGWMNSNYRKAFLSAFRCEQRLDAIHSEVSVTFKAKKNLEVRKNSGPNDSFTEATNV
HCT116 bCat-KO = beta-catenin-lacking colon tumor cell growth suppression; 140,000 tested, 1.5% active; viability, % at 10 µM; HCT116 beta-catenin knockout viability, CellTiter-Glo, 60 h; stronger effect = lower value;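 active = viability at or under a set limit, the compound median less 4 SD, cut at about 6% in these data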;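 also: 0% = Hyamine 1622 control at 20 µM and 100% = untreated cell control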
MRP1 act = activates MRP-1. H69AR cells + doxorubicin, viability rescue, CellTiter-Glo. viability increase, % at 10 µM. 140,000 tested, 0.61% active. AID 799;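 active = viability gain under doxorubicin at or above a set limit, the compound median plus 3 SD, cut at about 4.7% in these data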;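 also: MRP-1 overexpressing cells given doxorubicin 25 µM after compound pretreatment; 18-22 h compound pretreatment then 72 h with doxorubicin before readout; 0% = doxorubicin-only wells and 100% = vehicle-treated cells without doxorubicin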
Phagocytosis inh = macrophage phagocytosis inhibition; J774A.1 macrophage IgG-bead phagocytosis, imaging; inhibition, % at 5 µM; 110,000 tested, 0.07% active; AID 1029;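 active = inhibition above the mean of the plate negative controls plus 5 SD, cut at about 13% in these data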;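 also: phagocytic index as fraction of beads internalized from green versus red external bead signal; plate controls were DMSO negative control for no effect and cytochalasin-D positive control for full effect; some results beyond the cut were filed as inactive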
Yeast lifespan up = extends the lifespan of yeast; S. cerevisiae growth with nicotinamide, OD615; deaD strain in restrictive glucose medium; AID 775; inhibition of the nicotinamide effect, % at 10 µM; 130,000 tested, 0.68% active;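 active = inhibition above a set limit, placed 3 SD over the median of all compounds, cut at about 26% in these data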;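 also: 0% = nicotinamide-treated wells and 100% = cells grown without nicotinamide; some compounds called inactive have numbers as strong as hits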
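Test system – modified budding yeast, DeaD strain · Compound – single dose 10 µM compound, 0.25% DMSO · Times – culture preincubation 4 h, compound exposure 48 h, both 30 °C · Detection – optical density (absorbance) at 615 nm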
PTEN del growth = growth suppressors of cells with PTEN tumor suppressor deletion. HCT116 PTEN-null viability, CellTiter-Glo, 60 h; stronger effect = lower value. viability, % at 10 µM. 140,000 tested, 1.2% active. AID 827;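 active = viability at or below a set limit, 4 SD under the median of all tested compounds, cut at about 3.7% in these data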;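 also: PTEN knockout HCT116 line with beta catenin targeted HCT116 as companion control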
Yeast growth inh = yeast BB579 growth reduction in restrictive medium. inhibition, % at 10 µM. 140,000 tested, 0.51% active. S. cerevisiae BB579 growth, OD615, 48 h;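 active = inhibition above a set limit, 3 SD over the mean compound inhibition, cut at about 44% in these data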; also: inactives centre near -24
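Assay system – yeast BB579 (DeaD) · Dosing – single compound dose of 10 µM, 0.25% DMSO final · Detection – OD615 turbidity measurement · Buffer or medium – CSMM-D restrictive synthetic medium containing dextrose (glucose) · Benchmarks – positive control amphotericin B 10 µg/mL · Incubation – 48 h exposure, 30 °C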
* hit, by the source's call.

`CC(C)n1c(SCc2ccc(Cl)cc2)nc2c1c(=O)[nH]c(=O)n2C` gave E-sel TNF inh -11.6, GALR2 antag 1.3, Measles CPE 10.1, NPY Y2 blocker 2.7, HCT116 bCat-KO 79.8, MRP1 act -3.4, Phagocytosis inh -0.8, Yeast lifespan up -19.5, PTEN del growth 84.1 and Yeast growth inh -42.7.
For O=C(O)c1ccoc1CN1CCCCC1 the results were E-sel TNF inh -6.9, GALR2 antag -8.1, Measles CPE 6.9, NPY Y2 blocker -1.2, HCT116 bCat-KO 97.2, MRP1 act -3.1, PTEN del growth 97.3 and Yeast growth inh -21.1.
`Cc1cc(S(=O)(=O)N2CCCC2)ccc1OCC(=O)N1CCOCC1` gave E-sel TNF inh 5.9, GALR2 antag 3.6, Measles CPE 2.4, NPY Y2 blocker 2.5, HCT116 bCat-KO 101.0, MRP1 act -1.0, Phagocytosis inh -0.8, Yeast lifespan up -3.3, PTEN del growth 106.1 and Yeast growth inh -74.0.
Screening O=C(CSCc1ccccc1)N/N=C/c1ccc(OCC(=O)N2CCCCC2)cc1 returned GALR2 antag -3.1, Measles CPE 6.3, NPY Y2 blocker 3.9, HCT116 bCat-KO 83.6, MRP1 act -0.5, Phagocytosis inh -10.2, Yeast lifespan up -0.4, PTEN del growth 89.0 and Yeast growth inh -12.9.
`CCOc1ccc2noc3c2c1C(=O)c1ccccc1-3` gave GALR2 antag -5.6, Measles CPE 23.9, NPY Y2 blocker 3.4, HCT116 bCat-KO 77.9, MRP1 act -2.5, Phagocytosis inh -0.5, Yeast lifespan up -9.8, PTEN del growth 76.5 and Yeast growth inh 32.1.
`CCCCCOC(=O)C(C)c1c(C)[nH]c(=S)[nH]c1=O` (centres undefined) gave E-sel TNF inh 26.4, GALR2 antag -1.1, Measles CPE 3.0, NPY Y2 blocker 1.4, HCT116 bCat-KO 98.8, MRP1 act -1.0, Phagocytosis inh -1.0, Yeast lifespan up 0.3, PTEN del growth 93.5 and Yeast growth inh -22.0.
For COC(=O)C1=C(C)NC2=C(C(=O)CC(C)(C)C2)C1c1ccsc1 (centres undefined) the results were E-sel TNF inh -14.7, GALR2 antag -3.9, Measles CPE 6.4, NPY Y2 blocker 4.0, HCT116 bCat-KO 91.0, MRP1 act -2.7, PTEN del growth 100.9 and Yeast growth inh -10.6.
O=C(NC1CCCC1)C1=COCCO1 was read as E-sel TNF inh 7.8, GALR2 antag -2.1, Measles CPE 4.1, NPY Y2 blocker -0.2, HCT116 bCat-KO 99.2, MRP1 act 0.1, Phagocytosis inh 0.0, Yeast lifespan up -5.6, PTEN del growth 99.8 and Yeast growth inh -33.1.
`CC1(C)CC(=O)C(C=NCCN2CCN(C(=S)Nc3cccc(Cl)c3)CC2)=C(O)C1` gave GALR2 antag 9.1, Measles CPE 8.9, NPY Y2 blocker 2.5, HCT116 bCat-KO 108.1, MRP1 act -0.1, Yeast lifespan up -28.8, PTEN del growth 102.3 and Yeast growth inh 2.6.
CCOCC(=O)Nc1nc2c(s1)C(=O)CC(C)(C)C2 was read as GALR2 antag -8.6, Measles CPE 22.6, NPY Y2 blocker 2.2, HCT116 bCat-KO 91.8, MRP1 act -0.8, Phagocytosis inh 2.4, Yeast lifespan up -13.0, PTEN del growth 90.1 and Yeast growth inh 45.0*.
CCOP(=O)(OCC)C(NCc1ccccc1)c1ccc(Br)cc1 (centres undefined) was read as E-sel TNF inh 10.5, GALR2 antag -14.8, Measles CPE 27.8, NPY Y2 blocker 14.6, HCT116 bCat-KO 74.6, MRP1 act 0.0, Phagocytosis inh -0.1, Yeast lifespan up -4.5, PTEN del growth 76.8 and Yeast growth inh -39.5.
O=C(/C=C/c1ccc(Cl)cc1Cl)c1cccnc1 was read as E-sel TNF inh -2.2, GALR2 antag -6.8, Measles CPE 5.0, NPY Y2 blocker 3.2, HCT116 bCat-KO 0.9*, MRP1 act -7.0, Phagocytosis inh 0.1, Yeast lifespan up -12.2, PTEN del growth 0.6* and Yeast growth inh -18.8.
N[C@@H](Cc1ccccc1)c1nnc(SCc2ccccc2Cl)o1 was read as E-sel TNF inh -15.2, GALR2 antag 5.9, Measles CPE 5.7, NPY Y2 blocker 5.3, HCT116 bCat-KO 89.8, MRP1 act -1.2, Phagocytosis inh 1.3, Yeast lifespan up 0.9, PTEN del growth 99.2 and Yeast growth inh -21.0.
`O=C(OCc1nc2ccccc2c(=O)[nH]1)c1cccs1` gave E-sel TNF inh -31.8, GALR2 antag 1.8, Measles CPE 10.4, NPY Y2 blocker 3.2, HCT116 bCat-KO 91.5, MRP1 act 0.0, Phagocytosis inh 0.9, Yeast lifespan up -9.7, PTEN del growth 102.2 and Yeast growth inh -5.1.
For O=C(NNC(=O)c1cccs1)c1ccc(S(=O)(=O)N2CCCCC2)cc1 the results were E-sel TNF inh 14.8, GALR2 antag 1.7, Measles CPE 25.8*, NPY Y2 blocker -1.2, HCT116 bCat-KO 94.1, MRP1 act -1.9, Phagocytosis inh -0.9, Yeast lifespan up 8.9, PTEN del growth 107.0 and Yeast growth inh -1.2.
For O=C(Cc1cccs1)N(Cc1ccco1)C1(C(=O)NC2CCCCC2)CCCCC1 the results were E-sel TNF inh -7.5, GALR2 antag -1.2, Measles CPE 4.2, NPY Y2 blocker 29.6*, HCT116 bCat-KO 33.5, MRP1 act -1.0, Phagocytosis inh -0.1, Yeast lifespan up -6.2, PTEN del growth 20.3 and Yeast growth inh -4.2.
Cc1ccc(C(=O)N/C(=C\c2cccc([N+](=O)[O-])c2)C(=O)NCc2ccncc2)cc1 was read as GALR2 antag -2.0, Measles CPE 11.4, NPY Y2 blocker 0.9, HCT116 bCat-KO 99.4, MRP1 act -1.0, Phagocytosis inh 2.2, Yeast lifespan up -2.3, PTEN del growth 100.9 and Yeast growth inh 9.2.
Cc1c(O)c(CN2CCCCC2)cc2c3c(c(=O)oc12)CCC3 was read as E-sel TNF inh -14.7, GALR2 antag -5.9, Measles CPE 7.1, NPY Y2 blocker 6.5, HCT116 bCat-KO 84.7, MRP1 act -2.9, Phagocytosis inh -1.7, Yeast lifespan up -6.2, PTEN del growth 90.3 and Yeast growth inh -66.0.
Screening C#CCOc1ccccc1CNc1ccccc1 returned GALR2 antag 11.2, Measles CPE 11.3, NPY Y2 blocker 0.8, HCT116 bCat-KO 87.6, MRP1 act -0.9, Phagocytosis inh -2.6, Yeast lifespan up -4.9, PTEN del growth 85.2 and Yeast growth inh -8.8.
Screening Cc1nn2c(COc3ccc(NC(=O)c4ccccc4)cc3)nnc2c2ccccc12 returned GALR2 antag 4.7, Measles CPE 2.3, NPY Y2 blocker 6.4, HCT116 bCat-KO 97.3, MRP1 act -1.9, Phagocytosis inh -5.3, Yeast lifespan up 6.9, PTEN del growth 92.8 and Yeast growth inh -30.7.
Screening CCCC(O)(CCN1CCOCC1)c1ccc(Br)cc1 (centres undefined) returned E-sel TNF inh 7.0, GALR2 antag 0.0, Measles CPE 28.1, NPY Y2 blocker 2.2, HCT116 bCat-KO 73.1, MRP1 act -1.2, Phagocytosis inh -1.9, Yeast lifespan up 1.5, PTEN del growth 71.2 and Yeast growth inh -20.1.
`COc1ccc(C(=O)Nc2ccccc2C(=O)NC(Cc2ccc(O)cc2)C(=O)NNC(=O)c2ccccc2)cc1` (centres undefined) gave GALR2 antag -1.5, Measles CPE 6.1, NPY Y2 blocker 2.0, HCT116 bCat-KO 96.8, MRP1 act -2.8, Phagocytosis inh -11.2, Yeast lifespan up 6.2, PTEN del growth 97.1 and Yeast growth inh -10.0.
For COc1cccc(OCc2nnc(SCC(=O)OCc3ccccc3)o2)c1 the results were E-sel TNF inh -42.0, GALR2 antag -9.9, Measles CPE 22.2, NPY Y2 blocker 0.6, HCT116 bCat-KO 102.8, MRP1 act -2.6, Phagocytosis inh -0.7, Yeast lifespan up -22.2, PTEN del growth 95.4 and Yeast growth inh -37.0.
For O=C(Oc1c(Cl)cc(Cl)c2cccnc12)c1cccc([N+](=O)[O-])c1 the results were E-sel TNF inh 4.5, GALR2 antag 5.5, Measles CPE 4.6, NPY Y2 blocker 1.6, HCT116 bCat-KO 4.4*, MRP1 act -5.7, Phagocytosis inh -10.9, Yeast lifespan up -11.8, PTEN del growth 10.1 and Yeast growth inh 99.8*.
Cc1ccc(NS(=O)(=O)c2ccc(Cl)c(C(=O)O)c2)cc1S(=O)(=O)N1CCOCC1 was read as E-sel TNF inh 22.8, GALR2 antag -3.0, Measles CPE 12.4, NPY Y2 blocker 3.9, HCT116 bCat-KO 100.1, MRP1 act 3.2, Phagocytosis inh -3.7, Yeast lifespan up -3.6, PTEN del growth 95.0 and Yeast growth inh -29.5.
For COc1ccc(-c2cnn3c(N)c(S(=O)(=O)c4ccccc4)cnc23)cc1 the results were GALR2 antag 0.3, Measles CPE 2.7, NPY Y2 blocker -2.4, HCT116 bCat-KO 65.4, MRP1 act -0.4, Phagocytosis inh -1.1, Yeast lifespan up -3.9, PTEN del growth 66.4 and Yeast growth inh -28.8.
`CC1C2CC(CC1(C)C)N(C(=O)Nc1ccc3nccnc3c1)C2` (centres undefined) gave GALR2 antag -9.2, Measles CPE 0.8, NPY Y2 blocker 1.6, HCT116 bCat-KO 86.4, MRP1 act -0.9, Phagocytosis inh 2.3, Yeast lifespan up -9.0, PTEN del growth 85.9 and Yeast growth inh -66.7.
For CCOC(=O)CSc1ncc(-c2ccccc2)cn1 the results were E-sel TNF inh -9.4, GALR2 antag 2.0, Measles CPE 7.8, NPY Y2 blocker 7.8, HCT116 bCat-KO 83.2, MRP1 act -2.0, Phagocytosis inh 2.1, Yeast lifespan up -8.2, PTEN del growth 87.0 and Yeast growth inh -34.6.
N#CC1=C(N)SC(N)=C(C#N)C1Cc1ccccc1 was read as GALR2 antag 3.3, Measles CPE 12.2, NPY Y2 blocker 4.1, HCT116 bCat-KO 94.0, MRP1 act -0.7, Phagocytosis inh -0.1, Yeast lifespan up -8.8, PTEN del growth 106.5 and Yeast growth inh -53.3.
`COc1nc(NCc2ccc(Cl)cc2)nc(OC)n1` gave E-sel TNF inh 31.0, GALR2 antag 4.2, Measles CPE 30.8, NPY Y2 blocker 2.5, HCT116 bCat-KO 101.0, MRP1 act 5.1*, Phagocytosis inh 1.0, Yeast lifespan up -9.2, PTEN del growth 90.8 and Yeast growth inh -42.0.
`Cc1ccc(C(=O)COC(=O)c2ccncc2)cc1[N+](=O)[O-]` gave GALR2 antag -15.5, Measles CPE 7.1, NPY Y2 blocker 1.0, HCT116 bCat-KO 97.3, MRP1 act -1.6, Phagocytosis inh -6.4, Yeast lifespan up -2.7, PTEN del growth 83.8 and Yeast growth inh -25.5.
O=C(NCc1ccco1)NC1CCCCC1 was read as E-sel TNF inh 16.7, GALR2 antag 8.5, Measles CPE 4.3, NPY Y2 blocker 3.7, HCT116 bCat-KO 88.7, MRP1 act -2.6, PTEN del growth 86.5 and Yeast growth inh -10.0.

Screening data: PubChem, several laboratories
